# hERG protect: compounds protecting human hERG from proarrhythmic drug block; CHO-hERG, FluxOR thallium flux, dofetilide IC70 present; activation (rescue from dofetilide block), less the hit threshold, % at 10 µM; 310,000 compounds, 0.51% hits; AID 1511;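 active = activation above the mean of controls blocked by dofetilide plus 5 SD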;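 also: thallium influx through hERG after potassium depolarization seen as dye fluorescence rise; in these data hits start at about 4.7%; inactives centre near -7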
# TRPC4 potent: allosterically enhances the mouse TRPC4 cation channel. HEK293 TRPC4beta/mu-opioid, DAMGO EC20, Fluo-4 Ca2+ flux; stronger effect = higher value. Q9QUQ5. 310,000 compounds, 0.42% hits. B-score at 10 µM;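 active = B-score of calcium response area above 5 SD of library B-scores, with initial fluorescence ratio within 5 SD of library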;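 also: B-score of integrated fluorescence ratio over time as area under calcium response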
# TMEM16A inh: blocks the mouse calcium-activated chloride channel TMEM16A; 310,000 compounds, 1.2% hits; normalized B-score (activity score, 25-100; higher = stronger inhibition) at 10 µM; AID 588511; Q8BHY3; HEK293 TMEM16A/YFP iodide influx fluorescence, ionomycin;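 active = ratio plate-corrected score three or more library SD toward inhibition, starting fluorescence score within five deviations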;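 also: score derived from kinetic fluorescence span divided by baseline fluorescence per well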
# HDAC3 inhib: human HDAC3 inhibition; recombinant HDAC3, fluorogenic peptide/trypsin coupled, fluorescence; inhibition, % at 8.3 µM; 320,000 compounds, 0.15% hits; in the data active = inhibition above about 26%, passing the limit was not always enough; inconclusive = no clear call, values can overlap the other calls
# KCNK9 block: human KCNK9 channel inhibition; 310,000 compounds, 1.2% hits; AID 488922; HEK293 KCNK9, FluxOR thallium flux fluorescence; stronger effect = lower value; B-score at 10 µM; Q9NPC2;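 active = ratio B-score over 3 SD below the library mean, with starting fluorescence within 5 SD of its mean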;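 also: negative B-score means less thallium flux so channel inhibition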
# KCNK3 inh: human KCNK3 channel inhibition, primary screen; O14649; CHO-KCNK3 thallium flux, FluxOR fluorescence; stronger effect = lower value; B-score at 10 µM; 340,000 compounds, 0.84% hits;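 active = B-score under library mean minus 4 SD, starting fluorescence ratio at most library mean plus 5 SD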;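 also: more negative B-score means stronger inhibition of thallium flux through KCNK3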
# Target sequence (O14649 whole entry, looked up): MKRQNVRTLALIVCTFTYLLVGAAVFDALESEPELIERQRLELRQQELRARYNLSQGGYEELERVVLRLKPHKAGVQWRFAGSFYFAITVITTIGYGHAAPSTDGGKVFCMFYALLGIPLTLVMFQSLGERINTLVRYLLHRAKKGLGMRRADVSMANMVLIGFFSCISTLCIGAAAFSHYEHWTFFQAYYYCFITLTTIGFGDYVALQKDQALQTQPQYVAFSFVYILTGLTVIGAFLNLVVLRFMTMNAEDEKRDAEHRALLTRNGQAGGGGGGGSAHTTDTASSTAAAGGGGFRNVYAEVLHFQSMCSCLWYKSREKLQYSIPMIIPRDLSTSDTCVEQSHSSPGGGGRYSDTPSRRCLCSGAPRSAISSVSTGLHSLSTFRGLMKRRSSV
# KCNQ1 inh: blocks the human KCNQ1 potassium channel. P51787. CHO-K1 KCNQ1, FluxOR thallium flux fluorescence; stronger effect = higher value. B-score at 10 µM. 310,000 compounds, 1.3% hits. AID 2642;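 active = compounds whose thallium flux B-score, printed positive for inhibition, exceeds three library SD while starting fluorescence stays within three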;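 also: channel opened by potassium depolarization with thallium stimulus after 20 min compound exposure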
# Target sequence (P51787 whole entry, looked up): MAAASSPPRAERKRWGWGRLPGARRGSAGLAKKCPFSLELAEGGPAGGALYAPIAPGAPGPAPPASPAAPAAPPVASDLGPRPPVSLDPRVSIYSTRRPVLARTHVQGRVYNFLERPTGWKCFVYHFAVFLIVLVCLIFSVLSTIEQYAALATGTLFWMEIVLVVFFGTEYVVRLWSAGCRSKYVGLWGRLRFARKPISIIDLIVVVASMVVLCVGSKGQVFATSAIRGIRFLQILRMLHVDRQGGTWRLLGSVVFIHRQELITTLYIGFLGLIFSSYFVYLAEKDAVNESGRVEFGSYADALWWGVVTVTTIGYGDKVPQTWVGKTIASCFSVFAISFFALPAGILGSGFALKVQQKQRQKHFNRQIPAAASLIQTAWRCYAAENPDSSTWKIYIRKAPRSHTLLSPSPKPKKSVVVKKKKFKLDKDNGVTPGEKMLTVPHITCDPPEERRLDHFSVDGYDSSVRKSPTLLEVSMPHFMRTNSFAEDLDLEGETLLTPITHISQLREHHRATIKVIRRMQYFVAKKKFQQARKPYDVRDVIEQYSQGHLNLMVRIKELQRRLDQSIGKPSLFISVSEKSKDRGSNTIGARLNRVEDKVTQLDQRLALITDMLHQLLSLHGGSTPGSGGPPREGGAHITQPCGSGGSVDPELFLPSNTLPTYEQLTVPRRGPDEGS
# Dyrk1A ADPGlo: blocks rat Dyrk1A kinase activity; ADP-Glo luminescence, NFATc1 peptide; Q63470; 310,000 compounds, 0.43% hits; AID 504441; inhibition, % at 12.5 µM; in the data active = inhibition above about 50%;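 also: plate controls were vehicle with enzyme for no effect and no enzyme for full effect; many of its hits are not listed in these tables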
# KCNQ1 act: potentiators or activators of human KCNQ1 potassium channel; P51787; CHO-K1 KCNQ1, thallium flux FluxOR fluorescence; stronger effect = higher value; B-score at 10 µM; 310,000 compounds, 0.35% hits; AID 2648;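 active = fluorescence ratio B-score, a plate-corrected score, at least three library SD, with initial intensity B-score within 5 SD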
#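 System: CHO-K1 cells stably expressing KCNQ1 / Medium: assay buffer for compound exposure, DMSO matched across wells / Reagent: thallium- and potassium-containing depolarizing buffer / Compound: one concentration, matched DMSO / Incubation: 20 min compound pretreatment at room temperature / Measured by: kinetic FluxOR fluorescence, 10 s baseline plus 110 s post-stimulus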
# TRPC4 agonist: TRPC4 (mouse) channel activation | HEK293 TRPC4beta/mu-opioid, Fluo4 calcium fluorescence; stronger effect = higher value | B-score at 10 µM | AID 2237 | 310,000 compounds, 0.49% hits | Q9QUQ5;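 active = B-score above 5 SD of library B-scores, and initial fluorescence ratio not above library mean plus 5 SD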;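 also: positive B-score marks a calcium rise read as TRPC4 activation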
#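 Material: TRPC4beta and mu-opioid receptor HEK293 stable cells | Incubation: 45 min room-temperature Fluo4 loading, 110 s read | Detection: Kinetic Fluo4 calcium fluorescence | Measure: Integrated baseline-normalised fluorescence ratio, converted to per-well B score | Benchmarks: Low control buffer alone, high control maximal DAMGO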
# TMEM16A act: mouse TMEM16A channel activation, primary screen; Q8BHY3; HEK293 TMEM16A/YFP-H148Q/I152L, iodide quench fluorescence; stronger effect = lower value; B-score at 10 µM; 340,000 compounds, 0.3% hits; AID 623877;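 active = fluorescence-ratio B-score plate-corrected deviation score at least 3 library SD below zero, with starting fluorescence score within 5 deviations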;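 also: channel opened by trigger with iodide after compound preincubation; score built on the fluorescence ratio of max minus min over baseline; more negative score means more quench and so TMEM16A activation or potentiation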
# The depositor's hits bear a star; i = inactive; ? = inconclusive; nt = no result given. These rows are one share of the data (hit frequency here may not be typical).
SMILES,hERG protect,TRPC4 potent,TMEM16A inh,HDAC3 inhib,KCNK9 block,KCNK3 inh,KCNQ1 inh,Dyrk1A ADPGlo,KCNQ1 act,TRPC4 agonist,TMEM16A act
O=C(CCCN1C(=O)/C(=C/c2ccccc2Cl)SC1=S)NNC(=O)c1ccc(Cl)cc1,-7,i,i,-8,i,i,i,-7,i,i,i
COC(=O)c1ccc2c(c1)NC(=O)C1CCCN21 (configuration not stated),-9,i,i,?,i,nt,i,nt,i,i,nt
Cc1cc(C)n2nc(Cc3ccccc3)nc2n1,-7,i,i,-4,i,i,i,1,i,i,i
C=CCn1c(C)nc2c(sc3nc4c(cc32)COC(C)(C)C4)c1=O,-8,i,i,-10,i,i,i,-3,i,i,i
CCOc1cccc(Oc2ncccc2C(=O)/C(C#N)=C/N(C)C)c1,-8,i,i,10,i,i,i,-6,i,i,i
Cc1ccc(OCc2n[nH]c(=S)n2-c2ccccc2)cc1C,-6,i,i,4,i,i,i,2,i,i,i
Cc1ccc(NC(=O)C2CCN(S(=O)(=O)c3ccc4c(c3)NC(=O)C(C)S4)CC2)cc1C (configuration not stated),-10,i,i,5,i,i,8*,-5,i,i,i
O=C(NCCc1cccc(Cl)c1)c1ccc(OC2CCN(Cc3ccccn3)CC2)cc1,-19,i,nt,nt,i,i,i,5,i,150*,i
CN(CC(=O)Nc1ccccc1C(F)(F)F)Cc1c(O)ccc2ccccc12,-9,i,i,8,i,i,i,1,i,i,i
CCC(C)NCCOCCOc1ccc(Cl)cc1Br (configuration not stated),-10,i,i,nt,i,i,i,-7,i,i,i
Cc1ccc(C)c(Cn2c(C(C)O)nc3ccccc32)c1 (configuration not stated),-7,i,i,-10,i,i,i,-4,i,i,i
CCOC(=O)C1=C(COC(=O)CNC(=O)c2ccc(Cl)cc2Cl)NC(=O)NC1C (configuration not stated),-14,i,i,?,i,i,i,4,i,i,i
O=C(/C=C(/c1ccc(Cl)cc1)n1cncn1)c1ccccc1,-7,i,i,0,i,i,i,-5,i,i,i
NS(=O)(=O)c1ccc(S(=O)(=O)N2CCN(C3CCCC3)CC2)cc1,-5,i,i,-4,i,i,i,-3,i,i,i
COc1ccc(Cc2nnn(CC(=O)O)n2)cc1,-5,i,i,-1,i,i,i,9,i,i,i
CC(=O)Oc1ccc2c(=O)c(-c3nc4ccccc4s3)coc2c1,-10,i,i,0,i,i,i,1,i,i,i
O=C1CCCN1CN(C(=O)c1ccc2c(c1)OCO2)c1ccc(F)cc1,-16,i,i,-1,i,i,i,2,i,i,i
CC1=NN(c2ccccc2)C(=O)/C1=C\c1cn(CCC#N)nc1-c1ccc(Cl)cc1,-7,i,i,-11,i,i,i,-2,i,i,i
COc1ccc(CN(Cc2ccncc2)C(=O)CCC(=O)O)cc1,-7,i,i,4,i,i,i,5,i,i,i
CCOc1c(OC)cccc1C1CC(=O)Nc2cc3c(cc21)OCCO3 (configuration not stated),-8,i,i,8,i,i,i,0,i,i,i
CCSc1nnc(NC(=O)C(CC)(C(F)(F)F)C(F)(F)F)s1,-12,i,100*,2,i,i,i,-4,i,i,i
O=C(CN1C(=O)NC2(CCCCC2)C1=O)N(Cc1ccco1)Cc1cccs1,-16,i,i,4,i,i,i,4,i,i,i
CCOCCCNC(=O)C(c1ccc(C)cc1)N(Cc1cccs1)C(=O)CNC(C)=O (configuration not stated),-4,i,i,5,i,i,i,2,i,i,i
CC(C)N=C(NS(=O)(=O)c1cccs1)c1ccccc1,-7,i,i,4,i,i,i,nt,i,i,i
COc1ccc(CNC(=O)[C@H](C)N2C(=O)N3CCc4c([nH]c5ccc(OC)cc45)[C@@]3(C)C2=O)cc1,-7,i,i,-3,i,i,i,0,i,i,i

# Remaining list, next part:
SMILES,hERG protect,TRPC4 potent,TMEM16A inh,HDAC3 inhib,KCNK9 block,KCNK3 inh,KCNQ1 inh,Dyrk1A ADPGlo,KCNQ1 act,TRPC4 agonist,TMEM16A act
CCOCCCNC(=O)C1c2ccccc2C(=O)N2CCc3ccccc3C12 (configuration not stated),-13,i,i,0,i,i,i,-13,i,i,i
COc1ccc(NC(=O)C(Sc2nnc(-c3ccncc3)n2-c2ccccc2C)c2ccccc2)cc1Cl (configuration not stated),-5,i,i,-3,i,i,i,7,i,i,i
CN(CC(=O)Nc1cccc(F)c1)C(=O)c1cc2c(s1)CCCCC2,-11,i,i,-3,i,i,i,5,i,i,i
Cn1c(O)c(C=NCC2CCNCC2)c(=O)n(C)c1=O,-12,i,nt,nt,i,nt,i,nt,i,i,nt
CC1(C)NC(=O)N(CCSc2ccc(Cl)cc2)C1=O,-12,i,i,1,i,i,i,-7,i,i,i
Cc1cc(-c2ccccc2)nc(Cl)c1C#N,-7,i,i,0,i,i,i,-3,i,i,i
COc1ccc(NN=Nc2ccc([N+](=O)[O-])cc2)cc1,-4,i,i,8,i,i,i,-2,i,i,i
CCCCNC(=O)[C@H]1N2C(=O)c3c(ccc(OC)c3OC)C2SC1(C)C (some centres not stated),-4,i,i,-8,i,i,i,4,i,i,i
O=C(/C=C/Nc1ccc(F)cc1Br)c1ccccc1,-9,i,i,1,i,i,i,6,i,i,i
COc1ccc([N+](=O)[O-])cc1N(CC(O)CN1CCOCC1)S(=O)(=O)c1ccccc1 (configuration not stated),-7,i,i,-4,i,i,i,-5,i,i,i
Cc1ccc(Oc2ncccc2/C=N/O)cc1,1,i,i,-5,i,i,i,6,i,i,i
N#CC1=C(S)N=C(N)C(c2nc(-c3ccccc3)cs2)C12CCCC2 (configuration not stated),-9,i,i,1,i,i,i,3,i,i,i
CCN1CCCC1CNS(=O)(=O)c1ccc(F)c(Cl)c1 (configuration not stated),-4,i,i,0,i,i,i,0,i,i,i
N/C(=N\OC(=O)CCCOc1ccccc1)c1cccc([N+](=O)[O-])c1,0,i,i,-3,i,i,i,-5,i,i,i
COc1ccc(NC(=S)NNC(=O)C(C)n2nc(C)c([N+](=O)[O-])c2C)cc1 (configuration not stated),-11,i,i,-7,i,i,i,8,i,i,i
CC(=O)N1c2ccc(S(=O)(=O)N3CCC(C(=O)N4CCN(c5ccccc5)CC4)CC3)cc2CC1C (configuration not stated),-5,i,i,5,i,i,i,3,i,i,i
O=C(NCC1COc2ccccc2O1)C1CCCN(S(=O)(=O)c2cccc3nsnc23)C1 (configuration not stated),-4,i,i,2,i,i,i,-1,i,i,i
Cc1cccc(NC(=O)CCNC(=O)c2ccccc2Cl)n1,-5,i,i,-2,i,i,i,-5,i,i,i
O=S(=O)(O)c1cccnc1SCc1ccccc1,-3,i,i,2,i,i,i,7,i,i,i
Cc1cccc(-c2cc3c(N=O)c4ccccc4c-3n[nH]2)c1,-5,i,i,6,i,i,i,3,i,i,i
COc1ccc(C2CC(c3ccccc3)Nc3nc(NC(=O)c4cccs4)nn32)cc1 (configuration not stated),-10,i,i,-2,i,i,i,-2,i,i,i
S=c1[nH]nc(-c2cc(-c3ccccc3)n[nH]2)n1/N=C/c1ccc(Cl)cc1,-10,i,i,3,i,i,i,-4,i,i,i
CCOc1ccc(S(=O)(=O)c2c[nH]c3ccccc3c2=O)cc1,-2,i,i,1,i,i,i,-2,i,i,i
Cc1ccc(NC(=O)CCN2C(=O)c3ccccc3Sc3ncccc32)cc1,-4,i,i,-3,i,i,i,-4,i,i,i
CCN(CC)S(=O)(=O)c1ccc(C(=O)NC2=C(C(=O)OC)SCC2)cc1,-15,i,i,-2,i,i,i,3,i,i,i

# Continuation:
SMILES,hERG protect,TRPC4 potent,TMEM16A inh,HDAC3 inhib,KCNK9 block,KCNK3 inh,KCNQ1 inh,Dyrk1A ADPGlo,KCNQ1 act,TRPC4 agonist,TMEM16A act
O=C(Cn1cnc2c(nnn2-c2ccccc2)c1=O)NCC1CCCO1 (configuration not stated),-7,i,i,4,i,i,i,5,i,i,i
O=C(O)C1=NN(c2c(F)c(F)cc(F)c2F)C(=O)CC1,-5,i,i,-3,i,i,i,-2,i,i,i
O=C(Nc1nc(-c2ccccn2)cs1)C1CC(=O)N(c2ccc3c(c2)OCCO3)C1 (configuration not stated),0,i,i,1,i,i,i,-4,i,i,i
CCOc1ccc(NC(=S)N/N=C(\C)Cc2ccc(OC)cc2)cc1,-7,i,i,7,i,i,i,-1,i,i,i
CCN1C(=NCc2ccc(OC)cc2)N[C@@H](CCc2ccccc2)[C@H](C(=O)NCc2ccc(OC)cc2)[C@H]1C,-14,i,i,9,i,i,i,31,i,i,i
CCc1nc2c(c(=O)[nH]1)C1(CCCC1)Cc1ccccc1-2,0,i,i,?,i,i,i,-1,i,i,i
CC(=O)c1cc2c(cc1NC(=O)c1ccc(C)cc1)OCO2,-12,i,i,-7,i,nt,i,nt,i,i,nt
CCCCC1NC(=S)N(C2CCCCC2)C1=O (configuration not stated),-9,i,i,-1,i,i,i,-1,i,i,i
Cc1cccc(NC(=O)Cn2c(O)c(N=NC(N)=S)c3ccccc32)c1,-7,i,i,-3,i,i,i,-2,i,i,i
c1ccc2c(-c3[nH]ncc3CNCCCn3ncc4ccccc43)cccc2c1,-17,i,i,3,i,-10*,i,4,i,64*,i
COc1ccc(C(CNC(=O)c2ccc(C)o2)N2CCOCC2)cc1 (configuration not stated),-10,i,i,-1,i,i,i,-6,i,i,i
Cc1nc2c(C)cccc2cc1C(=O)N/N=C/c1ccc(N(C)C)cc1,-11,i,i,-1,i,i,i,-14,i,i,i
Clc1ccc(C2[C@H]3CN(Cc4ccc(-c5ccccc5)cc4)[C@H](c4ccccc4)C34CC2(c2ccccc2)C4)cn1 (some centres not stated),-7,i,i,1,i,nt,i,nt,i,i,nt
COC(=O)c1ccc(/C=N\N2CCN(c3ccccc3)CC2)cc1,-9,i,i,3,i,i,i,-5,i,i,i
Cc1cccc(C)c1NS(=O)(=O)c1ccc(-c2ccc(=O)[nH]n2)o1,-4,i,i,-4,i,i,i,-3,i,i,i
COc1ccc(CN2CN(C(C)C)CSC2=S)cc1,-12,i,i,3,i,i,i,4,i,i,i

# Filtered by structure: those above containing bromine
SMILES,hERG protect,TRPC4 potent,TMEM16A inh,HDAC3 inhib,KCNK9 block,KCNK3 inh,KCNQ1 inh,Dyrk1A ADPGlo,KCNQ1 act,TRPC4 agonist,TMEM16A act
CCC(C)NCCOCCOc1ccc(Cl)cc1Br (configuration not stated),-10,i,i,nt,i,i,i,-7,i,i,i
O=C(/C=C/Nc1ccc(F)cc1Br)c1ccccc1,-9,i,i,1,i,i,i,6,i,i,i

# Screens: PubChem BioAssay, several laboratories
